D3 ag: D3 dopamine receptor (human) agonism. D3R DiscoveRx beta-arrestin cells, luminescence, 90 min. hit rate 0.58% among 410,000. P35462. max activation, %; in the data active = max activation above about 30%; also: 0% is about no effect; mostly tested at two doses, the higher about 12 µM
Target sequence (P35462 whole entry, looked up): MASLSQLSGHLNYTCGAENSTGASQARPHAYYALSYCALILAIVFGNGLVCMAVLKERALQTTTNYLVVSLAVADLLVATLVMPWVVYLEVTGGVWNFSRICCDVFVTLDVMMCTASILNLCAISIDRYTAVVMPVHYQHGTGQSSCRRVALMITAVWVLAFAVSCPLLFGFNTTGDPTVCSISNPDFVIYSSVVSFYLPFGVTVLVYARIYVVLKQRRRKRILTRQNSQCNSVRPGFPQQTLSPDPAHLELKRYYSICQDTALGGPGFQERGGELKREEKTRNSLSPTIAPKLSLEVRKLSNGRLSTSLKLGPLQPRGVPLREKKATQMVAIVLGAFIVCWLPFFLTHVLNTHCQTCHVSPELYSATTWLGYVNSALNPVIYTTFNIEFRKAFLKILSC
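Agonist-mode cell screen: cells plated at 1500/well and incubated overnight at 37 °C, then exposed to library compounds for 90 min at 37 °C. Detection reagent was added for 30–60 min at room temperature, and luminescence was read.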
TDP-43 yeast inh: TDP-43 toxicity inhibition in yeast; TDP-43 expressing yeast growth rescue, BacTiter-Glo, 24 h; Potency, µM (highest dose often 46.1 µM), without a hit: top-dose growth rescue (activation), usual class: activators; hit rate 1.8% among 410,000; also: potency is read from the fitted curve at half-maximal effect; % of control where 0% means no effect; nearly all actives have a fitted effect of over 50% in size
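Yeast cells expressing TDP-43 under galactose induction are exposed to compounds for 24 hr at 30 deg C. BacTiter-Glo luminescence measures growth, so protective compounds score as activators.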
aSyn yeast inh: rescues yeast growth from alpha-synuclein toxicity. Yeast expressing alpha-synuclein, growth rescue, BacTiter-Glo, 24 h. Potency, µM (series often up to 46.1 µM), for the others: at the top dose growth rescue (activation), hits mostly activators. hit rate 0.14% among 370,000; also: potency is read from the fitted curve at half-maximal effect; % of control where 0% means no effect; nearly all actives have a fitted effect of over 65% in size
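Galactose-induced alpha-syn yeast (OD600=0.02, raffinose-pregrown) + pinned cpd, 24 hr, 30 deg C; growth by BacTiter-Glo luminescence. Growth restoration scores as activation.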
EPAC2 antagonist: antagonists of human EPAC2; Q8WZA2; EPAC2 GEF exchange of Rap1B-BODIPY-GDP, fluorescence; Potency, µM (top dose mostly 114 µM), for inactives: at the highest dose activity, negative = inhibition, hits mostly inhibitors; hit rate 0.18% among 360,000; also: potency is read from the fitted curve at half-maximal effect; % is scaled to controls: 0 for no effect and ±100 for the full control effect; nearly all actives have a fitted effect of over 45% in size; many of its hits are not listed in these tables
D3 antag: blocks the human D3 dopamine receptor; D3R cells, DiscoveRx beta-arrestin luminescence, antagonist mode; active compounds read low; max response, negative = inhibition, %; hit rate 2.5% among 360,000; AID 652054; in the data active = max response below about -50%; inconclusive = no clear call, values can overlap the other calls; also: % is scaled to controls: 0 for no effect and ±100 for the full control effect; mostly tested at two doses, the higher about 12 µM
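Cells plated overnight at 1500 cells/well, then exposed to library compounds with dopamine controls for 90 minutes at 37 degrees C. DiscoveRx reagent added for 30–60 minutes at room temperature; luminescence read, quantitative HTS format.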
Abeta yeast res: A-beta toxicity reversal in yeast; yeast expressing A-beta42, growth rescue, OD600, 48 h; response scale: 0% DMSO, 100% iron-clioquinol control; Potency, µM (doses to about 46.1 µM), for the others: at the top dose growth rescue, hits mostly activators; hit rate 0.063% among 410,000; also: potency is read from the fitted curve at half-maximal effect; nearly all actives have a fitted effect of over 55% in size
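Yeast growth medium received pinned compounds, then yeast cells expressing toxic A-beta were added; plates incubated at 30 C for 48 hr. Growth read as absorbance at 600 nm, normalized to DMSO and equimolar FeCl3 plus clioquinol controls.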
FUS yeast rescue: suppressors of FUS proteinopathy in yeast | hit rate 0.24% among 390,000 | Potency, µM (highest dose often 76.6 µM), without a hit: at the top dose growth rescue (activation), most hits filed as activators | AID 1347120 | S. cerevisiae FUS-expressing, growth rescue, OD600, 24 h;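 also: potency is read from the fitted curve at half-maximal effect; plate controls were DMSO vehicle for no effect and reference control for full effect; nearly all actives have a fitted effect of over 55% in size; some results filed as inactive show a strong effect at the top dose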
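Steps: raffinose overnight preculture; dilution to OD 0.005 in 2% galactose minimal medium; compound addition (concentration series); 24hr at 30C, 99% humidity; absorbance read at 600 nm.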
EPAC2 agonist: agonists of human EPAC2 (RAPGEF4). hit rate 0.079% among 360,000. EPAC2 activation, biochemical qHTS; response scale: 100% = 6.5 mM cAMP response. Q8WZA2. Potency, µM (doses to about 154 µM), for the others: at the top dose activation, hits mostly activators; also: potency is read from the fitted curve at half-maximal effect; nearly all actives have a fitted effect of over 50% in size
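EPAC2 (100 nM) mixed with Rap1B loaded with BODIPY-GDP (250 nM) plus 50 uM unlabeled GDP; compounds pinned in, 5 min RT, then read every 5 min for 30 min (ex 480, em 540 nm). Normalized to cAMP control.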
The depositor's hits bear a star; ? = inconclusive; nt = no result given; & = joins results of further samples; [ ] = remark or other dose. Unless noted, calls follow the shape of the dose curve; as a rule, active = well fitted curve in the direction sought with a large enough effect; inconclusive = small, poorly fitted or top-dose-only effect, or another doubt; inactive = no such curve, though single readings can be large; an effect the other way counts as inactive or inconclusive.

item	SMILES	D3 ag	TDP-43 yeast inh	aSyn yeast inh	EPAC2 antagonist
1	COc1cccc(-c2cn3c(n2)sc2cc(C(=O)NCCc4ccccc4)ccc23)c1	9.5	?	nt	nt
2	COc1ccc(NC(=O)/C=N/O)cc1	-7.2	-11.2%	-6.9%	-11.6%
3	CCOc1ccc(OCC)c(-n2cnnn2)c1	1.0	14.9%	nt	nt
4	Cn1c(N)c(C(=O)CSc2nnc(C3CC3)n2N)c(=O)n(C)c1=O	-5.4	12.9%	3.5%	6.8%
5	CCCCC(=O)N(C)c1c(C)nc2ccc(C(=O)N3CCCCC3)cn12	1.0	6.1%	-7.6%	-22.3%
6	C/C(Cc1ccccc1)=N\NC(=O)CNC(=O)COc1cccc(C)c1	5.3	8.1%	-4.4%	-6.3%
7	Cc1cc(OCc2nn[nH]n2)c2c(C)c(Cc3ccccc3)c(=O)oc2c1	3.5	24.9%	-5.9%	-4.8%
8	Nc1c(N(CCC2=CCCCC2)C(=O)c2ccccc2F)c(=O)[nH]c(=O)n1Cc1ccccc1	-3.2	16.8%	-6.9%	11.5%
9	COc1cc(C(=O)N2CCN(C(=O)C3CCCO3)CC2)cc(OC)c1OC (stereo unspecified)	8.4	4.5%	-0.6%	-0.6%
10	C[C@H](CO)N1C[C@H](C)[C@H](CN(C)S(=O)(=O)c2ccc(C#N)cc2)OCc2cnnn2CCCC1=O	3.2	?	5.6%	-5.3%
11	CCCCN1C(=O)C(CC(=O)NC2CC2)CC(C(=O)N(CC)CC)=C1C (stereo unspecified)	0.3	18.2%	-6.1%	-3.3%
12	Cc1ccc(C(=O)NC(=S)NCCCN2CCOCC2)cc1	-7.7	-15.9%	12.3%	-3.4%

item	D3 antag	Abeta yeast res	FUS yeast rescue	EPAC2 agonist
1	nt	11.6%	35.4%	nt
2	1.4	10.8%	-3.8%	4.9%
3	nt	-7.8%	5.5%	nt
4	9.6	16.1%	-19.6%	3.2%
5	-28.3	-6.3%	1.8%	2.8%
6	1.0	14.2%	-26.5%	4.7%
7	-0.8	25.9%	5.0%	-5.6%
8	0.6	8.4%	-9.3%	0.1%
9	-3.7	6.6%	nt	6.7%
10	-9.6	11.9%	14.5%	-2.7%
11	14.9	-0.8%	-1.3%	5.7%
12	4.1	-12.2%	-18.4%	-8.1%

Complete entries, quoted from the list:
C[C@H](CO)N1C[C@H](C)[C@H](CN(C)S(=O)(=O)c2ccc(C#N)cc2)OCc2cnnn2CCCC1=O in the list: D3 ag = 3.2; TDP-43 yeast inh = ?; aSyn yeast inh = 5.6%; EPAC2 antagonist = -5.3%; D3 antag = -9.6; Abeta yeast res = 11.9%; FUS yeast rescue = 14.5%; EPAC2 agonist = -2.7%
CCOc1ccc(OCC)c(-n2cnnn2)c1 in the list: D3 ag = 1.0; TDP-43 yeast inh = 14.9%; aSyn yeast inh = nt; EPAC2 antagonist = nt; D3 antag = nt; Abeta yeast res = -7.8%; FUS yeast rescue = 5.5%; EPAC2 agonist = nt

The list continues:
item	SMILES	D3 ag	TDP-43 yeast inh	aSyn yeast inh	EPAC2 antagonist
13	Cc1cc(OCC(=O)N(Cc2ccc(N(C)C)cc2)Cc2ccco2)cc(C)c1Cl	-14.0	?	nt	nt
14	COc1ccc(Cl)cc1NC(=O)COC(=O)CCCC1=NS(=O)(=O)c2ccccc2N1	-1.8	-23.7%	-3.8%	-8.3%
15	COc1ccccc1CCN=C(N)NS(=O)(=O)c1cccs1	4.7	1.3%	?	-2.9%
16	Cc1ccn2c(=O)c(C(=O)Nc3ccc(F)c(C(F)(F)F)c3)cnc2c1	0.4	-0.3%	nt	nt
17	O=C1C=C(c2cccc(Br)c2)C[C@@H](c2ccc(F)cc2)C1	-22.2	20µM*	4.8%	-4.8%
18	Cc1c(C(=O)Nc2ccc(F)cc2)oc2ccc(S(=O)(=O)N3CCC4(CC3)OCCO4)cc12	64.7*	-4.7%	3.2%	1.2%
19	CCN(CC)CCC(C)OC(c1ccccc1)c1ccccc1 (stereo unspecified)	-4.4	-9.6%	?	-11.1%
20	O=C1/C(=C\c2ccc(-c3ccccc3Cl)o2)SC(=S)N1CC1CCCO1 (stereo unspecified)	-3.3	6.9%	-0.8%	19.3%
21	Cc1ccccc1N(CC(=O)O)S(C)(=O)=O	-8.0	-14.9%	-7.2%	0.0%[57.1 µM]
22	COc1ccc(Cl)cc1NC(=S)Nc1cccc(C)c1	-2.5	?	7.9%	-22.0%
23	CCCNC(=O)C1CCN(S(=O)(=O)c2cccc3nonc23)CC1	2.7	-7.8%	-0.2%	7.7%
24	Cn1c(CCNS(=O)(=O)c2ccccc2)nnc1SCc1cccnc1	-0.6	-11.4%	-6.1%	-0.5%

item	D3 antag	Abeta yeast res	FUS yeast rescue	EPAC2 agonist
13	nt	-16.9%	43.0%	nt
14	-3.8	-4.7%	-23.1%	8.2%
15	-15.0	-0.4%	-33.9%	5.2%
16	nt	-22.9%	-17.9%	nt
17	-8.2	8.4%	0.2%	9.7%
18	28.6	-11.5%	?	9.2%
19	-53.1*	-9.0%	-23.7%	-4.6%
20	-20.0	19.3%	6.7%	?
21	-8.2	-1.7%	-10.8%	-9.0%
22	8.0	15.2%	19.8%	27.1%
23	5.7	11.5%	5.6%	13.3%
24	5.0	-8.4%	12.1%	6.5%

Later entries.
item	SMILES	D3 ag	TDP-43 yeast inh	aSyn yeast inh	EPAC2 antagonist
25	C=CCNC(=O)c1sc(SC)cc1-c1ccc(Cl)cc1	-4.9	5.7%	0.7%	-12.7%
26	Cc1cc(N2CCN(C)CC2)nc2ccc(NC(=O)c3ccccc3F)cc12	3.8&-17.4	3.4%	-0.8%	1.7%
27	COc1cc(CN2C[C@@H](CO)O[C@@H](n3cnc4c(N5CCN(C)CC5)ncnc43)C2)cc(OC)c1OC	3.4	13.7%	0.2%	15.5%
28	CCc1c(C(=O)NCCc2ccc(OC)c(OC)c2)[nH]c(C)c1C(C)=O	21.0	16.0%	-8.9%	-13.3%
29	COC(=O)c1ccc2nc(-c3ccco3)c(Cc3ccc(OC)cc3C)n2c1	4.5	?	?	-3.8%
30	O=C(O)c1ccc(/C=C/c2nc3sc4c(c3c(=O)[nH]2)CCC4)cc1	3.8	12.4%	-0.7%	1.0%
31	CCOC(=O)C1(S(=O)(=O)c2ccc(Cl)cc2)CCN(Cc2ccc(Cl)cc2)CC1	-37.4	-9.4%	-2.9%	-3.5%
32	CCOC(=O)c1c(C)[nH]c(C(=O)C(C)OC(=O)c2ccc(NC(=O)CC#N)cc2)c1C (stereo unspecified)	-3.0	19.8%	2.5%	?
33	O=C(CN(Cc1ccco1)S(=O)(=O)c1cccs1)Nc1ccccc1C(F)(F)F	4.5	-11.8%	-2.8%	5.1%
34	O=C(CC1C(=O)NCCN1Cc1ccccc1C(F)(F)F)NC1CCCCC1 (stereo unspecified)	-3.1	-12.3%	-4.2%	-2.1%
35	CCCCC(=O)C1=C(N2CCCC2)CC(C)(C)CC1=O	-1.9	7.3%	-0.7%	-2.4%
36	O=C(NCc1ccccc1)C(c1ccncc1)n1c(=O)c(-c2ccco2)nc2ccccc21 (stereo unspecified)	5.9	-18.4%	-2.0%	7.9%

item	D3 antag	Abeta yeast res	FUS yeast rescue	EPAC2 agonist
25	?	3.5%[9.22 µM]	-25.4%	13.5%
26	9.2	5.5%&-10.1%	1.5%&2.6%	2.5%
27	0.0	-1.5%	-18.8%	5.9%
28	20.6	8.4%	15.2%	11.5%
29	6.6	-67.2%[inhibitor]	34.9%	3.3%
30	1.1	7.5%	19.9%	4.8%
31	17.0	8.1%	25.6%	13.1%
32	32.0	6.7%	30.9%	6.2%
33	-15.9	-13.9%[9.22 µM]	-17.0%	11.6%
34	-21.0	10.2%	30.5%	-9.6%
35	19.6	4.5%	-7.9%	5.2%
36	-5.6	-1.0%	?	5.6%

Next section.
item	SMILES	D3 ag	TDP-43 yeast inh	aSyn yeast inh	EPAC2 antagonist
37	O=C(CN1CCC(n2nnc3cc(C(F)(F)F)ccc32)CC1)Nc1ccc2c(c1)OCCO2	2.6	16.8%	1.7%	-3.6%
38	Cc1cccc(Cl)c1NC(=O)N1CCN(c2ccnc3cc(Cl)ccc23)CC1	6.3	23.0%	-0.2%	-1.3%
39	O=C(O)c1cccc(Oc2ccc(C(=O)O)c([N+](=O)[O-])c2)c1	-22.2	-5.1%	-5.6%	5.8%
40	C#CCOCCOCCOCCNc1nc(N2CCN(C(=O)[C@H](CC(N)=O)n3cc(C(N)[C@@H](C)CC)nn3)CC2)nc(N2CCN(C(=O)[C@H](CCCCN)n3cc([C@@H](N)CC(N)=O)nn3)CC2)n1 (stereo partly specified)	-4.6	14.3%	4.1%	2.5%
41	CCCn1c2ccccc2c2cnn(CC(=O)O)c(=O)c21	-6.4	-3.3%	-1.8%	1.9%
42	CCOc1ccc(S(=O)(=O)N(CC(=O)NCCSc2ccccc2)c2ccccc2)cc1	5.3	8.5%	nt	nt
43	COc1ccc(Cc2nnc(NC(=O)C(C)(C)C)s2)cc1	6.1	-10.0%	5.4%	-2.7%
44	COc1c(OC(C)=O)ccc(/C=C/c2ccc3cccc(OC)c3n2)c1[N+](=O)[O-]	-7.2	3.6%	-10.4%	-17.7%
45	COc1ccccc1C(=O)O/N=C(/c1ccncc1)c1ccc([N+](=O)[O-])cc1	4.2	28.2µM*	13.6%	-3.9%
46	COc1ccc(NS(=O)(=O)c2ccc3c(c2)CCN3C(=O)CCC(=O)O)cc1Cl	3.1	-3.1%	nt	nt
47	O=C1C=C(OCc2ccccc2)CN1	-2.8	23.1%	-7.1%	11.8%
48	CCCN1CCC(NC(=O)CC2C(=O)NCCN2Cc2ccccc2C)CC1 (stereo unspecified)	1.7	11.4%	2.6%	12.4%
49	COc1ccc(OCC(O)CNc2ccc(Br)cc2)cc1 (stereo unspecified)	1.2	11.2µM*	21.5%	-13.6%

item	D3 antag	Abeta yeast res	FUS yeast rescue	EPAC2 agonist
37	-5.4	15.0%	9.3%	-0.8%
38	-4.0	8.2%	2.8%	9.6%
39	-22.2	0.0%	nt	4.1%
40	-22.1	-15.1%	-8.0%	9.5%
41	-5.7	-7.4%	4.5%	4.8%
42	nt	-0.2%	-12.9%	nt
43	-1.6	-2.5%	-3.1%	21.1%
44	-20.8	-51.6%[inhibitor]	?	1.2%
45	0.1	0.1%	nt	2.0%
46	nt	-9.7%	20.5%	nt
47	-10.0	5.8%	36.0%	-4.2%
48	3.1	14.1%	1.6%	9.6%
49	3.7	19.1%	7.0%	17.5%

An excerpt (hit frequency here may not be typical).
